Screening data as filed in PubChem.
BioA inh: M. tuberculosis BioA enzyme inhibitors, primary screen, biochemical, plate reader, single point, HTS. 7,8-diaminopelargonic acid synthase BioA (Mycobacterium tuberculosis). purified M. tuberculosis BioA enzyme. inhibition, % at 9.99 µM. hit rate 0.096% among 360,000. AID 602481, 2012; in the data active = inhibition above about 40%
An asterisk follows results filed as active. An excerpt; count on the stated rates, not on these rows.

SMILES	BioA inh
COc1ccc(NC(=O)Nc2ccc3c(c2)C(=O)N([C@H](C)CO)C[C@@H](C)[C@H](CN(C)Cc2ccc(C(F)(F)F)cc2)OCCCC[C@@H](C)O3)cc1	-2.0
C[C@@H]1CN([C@H](C)CO)C(=O)Cc2cc(NC(=O)Nc3cccc4ccccc34)ccc2O[C@H]1CN(C)Cc1ccc(Cl)c(Cl)c1	-4.4
C[C@H]1CN([C@@H](C)CO)C(=O)Cc2cc(NC(=O)Cc3ccccc3)ccc2O[C@@H]1CN(C)Cc1ccc(C(=O)O)cc1	-2.9
COc1cccc(S(=O)(=O)N2C[C@H](O)COC[C@H]3O[C@@H](CC(=O)N4CCOCC4)CC[C@@H]32)c1	0.4
CN1CCN(C(=O)C[C@@H]2CC[C@H]3[C@@H](COc4ccc(NC(=O)C5CC5)cc4C(=O)N3C)O2)CC1	-0.9
CO[C@@H]1CN(C)C(=O)c2ccc(NC(C)=O)cc2OC[C@H](C)N(C(=O)c2ccccn2)C[C@H]1C	-1.3
O=C(Cc1ccncc1)Nc1ccc2c(c1)[C@H]1C[C@@H](CC(=O)N3CCCCC3)O[C@@H](CO)[C@H]1O2	2.2
CO[C@H]1CN(C)C(=O)c2cc(NC(=O)c3cnccn3)ccc2OC[C@H](C)N(C(=O)C2CC2)C[C@H]1C	-1.8
Cc1noc(C)c1NC(=O)N(C)C[C@@H]1Oc2ccc(NC(=O)c3ccncc3)cc2CC(=O)N([C@H](C)CO)C[C@H]1C	-1.7
CCN1[C@@H]2Cn3c(ccc(-c4cccc(F)c4)c3=O)[C@H]1[C@@H](C(=O)N(C)C)[C@@H]2CO	-1.4
C[C@H](CO)N1C[C@H](C)[C@H](CN(C)C(=O)Nc2ccc3c(c2)OCO3)Oc2ncc(C#Cc3ccc(C(F)(F)F)cc3)cc2C1=O	-4.8
O=C(NC[C@H]1N[C@H](CO)[C@@H]1c1ccccc1)C1CCC1	0.3
C[C@H]1CN([C@@H](C)CO)C(=O)c2cc(NC(=O)Nc3ccc(C(F)(F)F)cc3)ccc2O[C@@H]1CN(C)Cc1ccc(Oc2ccccc2)cc1	-2.1
C[C@@H]1CN([C@H](C)CO)C(=O)c2cc(C#Cc3ccccn3)cnc2O[C@H]1CN(C)C(=O)c1ccccn1	5.9
CC(=O)NC[C@@H]1[C@@H](c2ccc(-c3ccccc3)cc2)[C@@H](CO)N1C(=O)C1CCC1	3.2
C[C@H](CO)N1C[C@H](C)[C@@H](CN(C)S(=O)(=O)c2ccc(Cl)cc2)Oc2c(NC(=O)Nc3ccc(F)cc3)cccc2C1=O	-1.0
Cc1noc(C)c1NC(=O)Nc1cccc2c1O[C@H](CN(C)S(C)(=O)=O)[C@@H](C)CN([C@@H](C)CO)C2=O	-1.4
COCC#Cc1ccc([C@H]2[C@H](CO)N3CCCCN(C(=O)COC)C[C@@H]23)cc1	5.5
COc1ccc(S(=O)(=O)N(C)C[C@@H]2Oc3ccc(NC(=O)CCN4CCOCC4)cc3C(=O)N([C@H](C)CO)C[C@@H]2C)cc1	-1.8
C[C@@H]1CN([C@@H](C)CO)C(=O)c2cccc(NC(=O)C3CC3)c2O[C@@H]1CN(C)C(=O)Nc1ccc2c(c1)OCO2	-4.0
C[C@@H]1CCCCO[C@H](CN(C)S(=O)(=O)c2ccccc2)[C@@H](C)CN([C@H](C)CO)C(=O)c2cc(NS(C)(=O)=O)ccc2O1	-5.8
O=C(C[C@H]1CC[C@H]2[C@@H](COC[C@H](O)CN2Cc2ccncc2)O1)NCC1CC1	-3.2
COc1cccc(S(=O)(=O)N[C@H]2CC[C@H](CCn3cc(-c4ccccc4)nn3)O[C@@H]2CO)c1	-0.3
C[C@H](CO)N1C[C@H](C)[C@H](CN(C)C(=O)NC2CCCCC2)Oc2ccc(NS(=O)(=O)c3ccc(Cl)cc3)cc2C1=O	3.7
COCC#Cc1cnc2c(c1)C(=O)N([C@@H](C)CO)C[C@@H](C)[C@@H](CN(C)C(=O)c1cnccn1)O2	-0.3

By substructure, the compounds so far with a halogen.
SMILES	BioA inh
COc1ccc(NC(=O)Nc2ccc3c(c2)C(=O)N([C@H](C)CO)C[C@@H](C)[C@H](CN(C)Cc2ccc(C(F)(F)F)cc2)OCCCC[C@@H](C)O3)cc1	-2.0
C[C@@H]1CN([C@H](C)CO)C(=O)Cc2cc(NC(=O)Nc3cccc4ccccc34)ccc2O[C@H]1CN(C)Cc1ccc(Cl)c(Cl)c1	-4.4
CCN1[C@@H]2Cn3c(ccc(-c4cccc(F)c4)c3=O)[C@H]1[C@@H](C(=O)N(C)C)[C@@H]2CO	-1.4
C[C@H](CO)N1C[C@H](C)[C@H](CN(C)C(=O)Nc2ccc3c(c2)OCO3)Oc2ncc(C#Cc3ccc(C(F)(F)F)cc3)cc2C1=O	-4.8
C[C@H]1CN([C@@H](C)CO)C(=O)c2cc(NC(=O)Nc3ccc(C(F)(F)F)cc3)ccc2O[C@@H]1CN(C)Cc1ccc(Oc2ccccc2)cc1	-2.1
C[C@H](CO)N1C[C@H](C)[C@@H](CN(C)S(=O)(=O)c2ccc(Cl)cc2)Oc2c(NC(=O)Nc3ccc(F)cc3)cccc2C1=O	-1.0
C[C@H](CO)N1C[C@H](C)[C@H](CN(C)C(=O)NC2CCCCC2)Oc2ccc(NS(=O)(=O)c3ccc(Cl)cc3)cc2C1=O	3.7

Next entries follow.
SMILES	BioA inh
O=C(CN1CCOCC1)NCC[C@H]1CC[C@@H](NS(=O)(=O)c2ccc(F)cc2)[C@H](CO)O1	-0.4
C[C@H](NC(=O)C[C@H]1C=C[C@@H](NC(=O)C2CC2)[C@H](CO)O1)c1ccccc1	-2.7
C[C@H]1CN([C@@H](C)CO)C(=O)c2cc(NC(=O)Cn3cnnn3)ccc2O[C@H]1CN(C)S(C)(=O)=O	2.6
C[C@@H]1CN([C@@H](C)CO)C(=O)Cc2cc(NS(=O)(=O)c3ccc(Cl)cc3)ccc2O[C@H]1CN(C)Cc1ccncc1	1.6
C[C@@H](O)C#Cc1ccc2c(c1)O[C@H](CN(C)Cc1cccnc1)[C@@H](C)CN([C@@H](C)CO)S2(=O)=O	4.6
O=C(C[C@H]1CC[C@H]2[C@@H](COC[C@@H](O)CN2C(=O)Nc2ccc(Cl)cc2)O1)NCC1CC1	-1.1
O=C(NCc1ccncc1)[C@H]1[C@H](CO)[C@H]2Cn3c(ccc(-c4cccnc4)c3=O)[C@H]2N1C(=O)C1CC1	14
CN1CCN(C(=O)C[C@H]2CC[C@@H]3[C@H](COC[C@@H](O)CN3Cc3cccc(-c4ccncc4)c3)O2)CC1	-1.1
O=C(CC1CC1)Nc1ccc2c(c1)[C@@H]1C[C@@H](CC(=O)NC3CCCCC3)O[C@H](CO)[C@@H]1O2	0.8
COc1ccc(NC(=O)N(C)C[C@@H]2Oc3ccc(NC(=O)Nc4ccc(F)cc4)cc3C(=O)N([C@H](C)CO)C[C@H]2C)cc1	4.7
C/C=C/c1cnc2c(c1)C(=O)N([C@@H](C)CO)C[C@H](C)[C@H](CN(C)S(=O)(=O)c1ccc(OC)cc1)O2	-3.6
CN(C)CC(=O)Nc1ccc2c(c1)[C@H]1C[C@H](CC(=O)NCc3ccccc3F)O[C@H](CO)[C@H]1O2	-2.8
C[C@@H]1CCCCO[C@@H](CN(C)Cc2ccc(C(F)(F)F)cc2)[C@H](C)CN([C@@H](C)CO)C(=O)c2cc(NC(=O)c3ccccc3)ccc2O1	-2.6
C[C@H]1CN([C@@H](C)CO)S(=O)(=O)c2ccc(-c3cccc(F)c3)cc2O[C@@H]1CN(C)S(=O)(=O)c1ccccc1	0.6
Cc1noc(C)c1NC(=O)N(C)C[C@H]1Oc2ncc(C#CC3CCCC3)cc2C(=O)N([C@@H](C)CO)C[C@@H]1C	-2.0
CCCN(C)C[C@H]1Oc2ncc(-c3cccc(C#N)c3)cc2C(=O)N([C@H](C)CO)C[C@@H]1C	-3.4
CO[C@H]1CN(C)C(=O)c2cc(NC(=O)C3CC3)ccc2OC[C@H](C)NC[C@@H]1C	-1.8
C[C@H]1CN([C@@H](C)CO)C(=O)Cc2cc(NC(=O)Nc3ccc4c(c3)OCO4)ccc2O[C@H]1CN(C)Cc1ccc(C(F)(F)F)cc1	-0.1
CC(C)C#Cc1cnc2c(c1)C(=O)N([C@@H](C)CO)C[C@@H](C)[C@@H](CN(C)C(=O)Cc1ccccn1)O2	-4.2
CC(C)CC#Cc1ccc([C@H]2[C@H]3CN(S(=O)(=O)c4ccc(F)cc4)CCCCN3[C@H]2CO)cc1	3.6
CO[C@H]1CN(C)C(=O)c2ccc(NC(=O)NC(C)C)cc2OC[C@@H](C)N(C(=O)NC(C)C)C[C@H]1C	-1.6
C[C@H]1CN([C@@H](C)CO)C(=O)c2cc(C#CC3(O)CCCC3)cnc2O[C@@H]1CN(C)S(=O)(=O)c1ccccc1	0.8
CCC(=O)N1C[C@@H](C)[C@H](OC)CN(C)C(=O)c2cc(NC(=O)COC)ccc2OC[C@@H]1C	-0.4
COc1cccc(NC(=O)N2C[C@@H](O)COC[C@H]3O[C@@H](CC(=O)NCc4ccccc4F)CC[C@@H]32)c1	0.9
CCCc1cn(CC[C@@H]2CC[C@H](NC(=O)C3CCCCC3)[C@@H](CO)O2)nn1	-1.6
Next section.
SMILES	BioA inh
Cc1cc(C(=O)Nc2cccc3c2O[C@H](CN(C)Cc2ccc4c(c2)OCO4)[C@H](C)CN([C@@H](C)CO)C3=O)n(C)n1	-0.1
O=C(NC1CCCCC1)N[C@H]1C=C[C@H](CC(=O)N2CCOCC2)O[C@@H]1CO	-1.0
CO[C@@H]1CN(C)C(=O)c2cc(NC(C)=O)ccc2OC[C@@H](C)N(Cc2nccs2)C[C@H]1C	-4.2
CCS(=O)(=O)NCC[C@H]1CC[C@H](NC(=O)Cc2ccccn2)[C@H](CO)O1	-2.5
C[C@@H]1CN([C@@H](C)CO)S(=O)(=O)c2ccc(C3=CCCCC3)cc2O[C@H]1CN(C)Cc1ccccn1	0.3
C[C@@H]1CN([C@@H](C)CO)S(=O)(=O)c2ccc(C#C[C@@H](C)O)cc2O[C@H]1CN(C)C	4.7
COCC(=O)Nc1ccc2c(c1)[C@@H]1C[C@@H](CC(=O)OC)O[C@@H](CO)[C@@H]1O2	-0.7
COc1ccc(CN(C)C[C@H]2OCCCC[C@@H](C)Oc3ccc(NC(=O)c4ccncc4)cc3C(=O)N([C@H](C)CO)C[C@H]2C)cc1	-0.5
C[C@@H]1CCCCO[C@H](CN(C)Cc2ccc(C(F)(F)F)cc2)[C@@H](C)CN([C@@H](C)CO)C(=O)c2cc(NS(=O)(=O)c3cn(C)cn3)ccc2O1	0.9
C[C@@H]1CN([C@H](C)CO)C(=O)c2cc(NS(C)(=O)=O)ccc2O[C@@H]1CN(C)S(=O)(=O)c1ccc(F)cc1	-2.0
COc1ccccc1-c1cnc2c(c1)C(=O)N([C@H](C)CO)C[C@@H](C)[C@H](CN(C)Cc1cccnc1)O2	9.2
CCNC[C@@H]1[C@H](c2ccccc2)[C@H](CO)N1C(=O)Cc1ccccn1	0.6
C[C@@H]1CN([C@@H](C)CO)C(=O)c2cc(NC(=O)CCN3CCOCC3)ccc2O[C@H]1CN(C)C(=O)Nc1ccc(F)cc1	0.1
C[C@H](CO)N1C[C@H](C)[C@@H](CN(C)Cc2ccc(Oc3ccccc3)cc2)Oc2c(NC(=O)Nc3cccc4ccccc34)cccc2C1=O	0.0
COC(=O)C[C@H]1C[C@@H]2c3cc(NC(=O)NC4CCCCC4)ccc3O[C@@H]2[C@@H](CO)O1	-3.4
CCCN1C[C@H](C)[C@@H](OC)CN(C)C(=O)c2cc(NC(=O)NC3CCCCC3)ccc2OC[C@@H]1C	-1.6
C[C@H]1CN([C@@H](C)CO)C(=O)Cc2cc(NC(=O)Cc3cn(C)c4ccccc34)ccc2O[C@H]1CN(C)Cc1ccccc1	0.3
C[C@@H]1CN([C@H](C)CO)C(=O)Cc2cc(NC(=O)C3CC3)ccc2O[C@H]1CN(C)Cc1ccc(Oc2ccccc2)cc1	-1.3
COc1ccc(-c2cnc3c(c2)C(=O)N([C@H](C)CO)C[C@H](C)[C@@H](CN(C)C(=O)Cc2ccccc2)O3)cc1	2.4
Cc1noc(C)c1NC(=O)Nc1cccc2c1O[C@H](CN(C)Cc1ccc(-c3ccccc3)cc1)[C@H](C)CN([C@H](C)CO)C2=O	-2.2
CN(C)CC(=O)N1[C@H](C#N)[C@@H](c2ccc(-c3ccccc3F)cc2)[C@H]1CO	0.4
CC(C)CN(C[C@H]1[C@H](c2ccccc2)[C@@H](CO)N1C(=O)C1CCC1)C(=O)C1CC1	-3.3
COc1cccc(S(=O)(=O)Nc2ccc3c(c2)[C@H]2C[C@@H](CC(=O)NCCc4ccccc4)O[C@@H](CO)[C@H]2O3)c1	0.8
COC(=O)C[C@@H]1C[C@H]2c3cc(NC(=O)NC4CCCCC4)ccc3O[C@H]2[C@@H](CO)O1	-1.7
COc1ccccc1C#Cc1ccc([C@H]2[C@@H](C#N)N(C(=O)C3CCC3)[C@H]2CO)cc1	-2.9
Next part
SMILES	BioA inh
O=C(C[C@H]1CC[C@@H](NC(=O)CN2CCOCC2)[C@H](CO)O1)NC1CCCCC1	-1.6
COc1cccc(C#Cc2ccc3c(c2)O[C@H](CN(C)S(=O)(=O)c2ccccc2F)[C@H](C)CN([C@@H](C)CO)S3(=O)=O)c1	-2.5
Cc1noc(C)c1NC(=O)N1C[C@@H](O)COC[C@@H]2O[C@@H](CC(=O)N3CCc4ccccc4C3)CC[C@H]21	2.7
O=C(Cc1ccccc1)N1C[C@@H]2[C@H](c3ccccc31)[C@@H](CO)N2C(=O)c1cccc(F)c1	3.6
C/C=C/c1ccc([C@@H]2[C@@H](CO)N3CCCCN(S(=O)(=O)c4ccc(F)cc4)C[C@H]23)cc1	5.2
COc1ccc(S(=O)(=O)N(C)C[C@H]2OCCCC[C@@H](C)Oc3ccc(NC(=O)c4ccccc4)cc3C(=O)N([C@@H](C)CO)C[C@H]2C)cc1	-3.5
CN(C)C(=O)C[C@H]1CC[C@@H]2[C@@H](COc3ccc(NC(=O)c4ccc(F)cc4)cc3C(=O)N2C)O1	-2.4
